Source: PubChem BioAssay (several laboratories)
AID2073: inhibitors of Mint1-CaV2.2 protein interaction, biochemical, HTRF (AID 2073); HTRF protein-protein interaction, Mint1-CaV2.2; higher % means a stronger effect; inhibition, % at 20 µM, or IC50 in µM where a hit was titrated; actives 0.19% (n = 290,000); in the data active means inhibition mostly above about 51%, no sharp cut-off; further: some results filed as inactive read as strong as hits
WT yeast gro inh: growth inhibition of WT yeast, mitochondrial fusion screen | mitochondrial fusion phenotypic screen, WT strain | inhibition, % at 10 µM | actives 2.1% (n = 190,000); in the data active means inhibition above about 58%; tested in S. cerevisiae
Dynein cargo inh: blocks dynein driven cargo transport along microtubules; AID 1381; actives 0.47% (n = 220,000); z-score, hits read low; 3617.4 mouse cells, GR-EGFP nuclear translocation imaging; test concentration mostly 20 µM; stimulated with dexamethasone, 1 µM; active compounds read low;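 active means plate z-score of nuclear minus cytoplasmic receptor signal below a set negative limit, without overly bright fluorescence or cell loss, cut at about -3.5 in these data, passing the limit was not always enough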;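 further: z-score of nuclear minus cytoplasmic ring GR-EGFP intensity difference per well; some compounds called inactive have numbers as strong as hits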
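Buffer or medium: tet-free, stripped-serum medium; Also added: dexamethasone, 1.0 µM final; Technique: high-content fluorescence imaging after fixation; Times: 48 h induction, 1 h compound, 30 min dex at 37 °C; Read-out: per-cell GR-EGFP intensity, nucleus versus surrounding cytoplasmic ring, well-averaged.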
HIV peptide binding: inhibitors of HIV fusion peptide binding, primary screen, biochemical, uHTS, fluorescence dequenching (AID 1986); cell-free peptide binding, fluorescence dequenching, 30 min; higher % means a stronger effect; one-dose inhibition, % at 20 µM; IC50 in µM for titrated hits; actives 0.3% (n = 290,000); in the data active means inhibition mostly above about 52%, no sharp cut-off; inactive means mostly below about 76%; further: some results filed as inactive read as strong as hits
bCat nuc transl: beta-catenin nuclear translocation modulation; HeLa beta-catenin nuclear translocation, immunofluorescence imaging; nuclear translocation activity, % at 5 µM; actives 0.3% (n = 190,000); AID 1665;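 active means nuclear translocation activity above 50% at 5 µM, with a well cell count of 50 or more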;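 further: per-cell ratio of nuclear to cytoplasmic median beta-catenin stain intensity; plate controls were DMSO negative control for no effect and GSK-3 inhibitor IX positive control for full effect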
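Test system: human HeLa cell line; Doses: 5 µM primary, 0.02–20 µM confirmation; Incubation: 24 h compound exposure, 37°C; Detection: beta-catenin immunofluorescence imaging with DAPI; Read-out: beta-catenin nuclear/cytoplasmic ratio, % activation.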
Autophagy HCS: modulators of autophagy; MEF GFP-LC3 puncta imaging; test concentration mostly 10 µM; actives 0.98% (n = 190,000); calls only at 10 µM (by protocol); AID 463193;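 active means percentage of spot-positive cells more than 3 SD above its plate mean, without a fluorescence outlier flag or 80% toxicity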;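 further: spot-positive cell cutoff set from DMSO-treated cells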
Yfh1-depleted yeast: enhancers of respiration in Yfh1-depleted yeast, dose response, Friedreich's ataxia, plus single-dose screen (AID 1465) | actives 0.074% (n = 220,000) | S. cerevisiae Yfh1-off respiration, WST-1 reduction, 72 h; higher fold induction means a stronger effect | one-dose fold induction at 50 µM; EC50 in µM for titrated hits;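 active means fold induction of absorbance versus untreated yeast above a set limit, then at least 30% activation at any dose in follow-up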;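 further: activators that raise dye reduction in frataxin-depleted yeast; strong numbers were not always called active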
MT stabilizer: microtubule stabilizers in HeLa cells; HeLa tubulin immunostaining HCS, 24 h; share of cells brighter than vehicle mean+2SD; % tubulin-high responders, % at 10 µM; actives 0.83% (n = 200,000); AID 2205;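 active means plate Z-score above 3 for both tubulin-high and condensed-nucleus cell shares, with cell loss under 80%, at 10 µM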;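 further: anti alpha tubulin signal scored within the nucleus-defined area of each cell; some results filed as inactive read as strong as hits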
Insulin prom up: MIN6 insulin promoter up-regulation | MIN6 insulin promoter-GFP reporter, high-content imaging; active compounds read high | z-score at 5 µM | actives 0.3% (n = 190,000);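 active means z-score above 3 at 5 µM with at least 500 cells counted in the well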
WT yeast gro inh mutant strain: also measured in WT yeast gro inh; calls as there; inhibition, %; mitochondrial fusion phenotypic screen, mutant strain inhibition
Dynein cargo inh cytoplasmic EGFP: recorded beside Dynein cargo inh, whose call it bears; z-score; measured here: cytoplasmic GR-EGFP intensity; active compounds read high
Dynein cargo inh nuclear GR-EGFP: second read-out of Dynein cargo inh, no call of its own (marks repeat the call); z-score; measured here: nuclear GR-EGFP intensity;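 lower value marks the stronger effect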
Dynein cargo inh cell count: also measured in Dynein cargo inh; calls as there; z-score; measured here: cell count per field
Insulin prom up cell count: also measured in Insulin prom up; calls as there; cell count; measured here: cytotoxicity, nuclei count;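 total cells summed across four imaged fields per well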
bCat nuc transl cell count 5 µM: recorded beside bCat nuc transl, whose call it bears; cell count; measured here: cell count, cytotoxicity flag
MT stabilizer Hoechst-high %: further read-out of MT stabilizer, marked with its call; % Hoechst-high responders; measured here: nuclear condensation Hoechst responders;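 share of cells brighter than vehicle mean plus two SD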
MT stabilizer cytotoxicity %: second read-out of MT stabilizer, no call of its own (marks repeat the call); toxicity, %; measured here: cytotoxicity by cell density;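 0% = mean cell density of plate MIN control wells and 100% = no cells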
Autophagy HCS cell loss 18 h: further read-out of Autophagy HCS, marked with its call; toxicity, %; measured here: cell loss, nuclei count;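 cell loss after 18 h compound exposure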
Numbers without * were called inactive; i = inactive; . = not tested or not shown.

SMILES	AID2073	WT yeast gro inh	WT yeast gro inh mutant strain	Dynein cargo inh	Dynein cargo inh cytoplasmic EGFP	Dynein cargo inh nuclear GR-EGFP	Dynein cargo inh cell count	HIV peptide binding	bCat nuc transl	bCat nuc transl cell count 5 µM	Autophagy HCS	Autophagy HCS cell loss 18 h	Yfh1-depleted yeast	MT stabilizer	MT stabilizer Hoechst-high %	MT stabilizer cytotoxicity %	Insulin prom up	Insulin prom up cell count
Nc1nonc1C(=O)NCCN=Cc1ccccc1O	11.2%	11.6	20.1	-0.863	-0.0716	-0.675	0.548	0.4%	-1.5	1350	i	3.4	i	3.2	1.0	4.6	-0.53	1473
NC(=O)c1c(C(F)(F)F)cc(-c2ccccc2)nc1NCCO	17.6%	.	.	-0.777	-0.141	-0.35	0.685	-2.5%	.	.	i	-7.9	i	2.6	2.5	7.9	-0.08	1232
NC(=O)C[C@H]1NC(=O)[C@H](CCC(=O)O)NC(=O)c2cc([N+](=O)[O-])cc(I)c2NCCC[C@@H](C(N)=O)NC1=O	-6.4%	-7.1	-3.1	-0.816	-0.226	0.158	0.918	25.0%	.	.	i	6.7	i	1.5	2.3	7.0	0.31	1328
CCOc1ccc(NC(=S)Nc2ccc(OCC)cc2)cc1	-16.4%	6.9	-4.4	0.404	-0.368	0.695	0.303	0.3%	1.6	1005	i	-12.0	i	1.2	0.5	5.9	0.38	1557
CCOC(=O)c1c(NCCN(C)C)c2ccccc2[nH]c1=O	4.6%	.	.	-0.9	-0.231	-0.129	0.614	0.0%	0.1	1329	.	.	i	.	.	.	-0.1	1093
Cc1cc2nc(CS)[nH]c2cc1C	10.9%	.	.	-1.27	-0.144	-0.267	0.111	3.6%	0.1	1355	.	.	i	.	.	.	-0.48	841
CNC(=O)NC(=O)CSc1ccc(NC(C)=O)cc1	-0.7%	-19.1	-11.9	-0.103	-0.217	0.0966	0.527	-0.9%	0.2	1113	i	-8.2	i	1.6	1.3	4.2	-0.91	968
CCC(C)C(=O)Nc1cccc(SC)c1 (stereo not drawn)	47.4%	-22.6	-10.2	0.324	-0.362	0.103	0.0797	-1.3%	0.5	1533	i	-14.2	i	2.4	2.6	9.3	-0.77	1390
O=C(C1=C[C@@H](c2ccccc2)C[C@@H](OCCCCO)O1)N1CCOCC1	-0.9%	-15.3	-24.3	0.705	-0.211	0.653	-0.978	-0.3%	-1.4	1138	i	3.0	i	2.6	1.4	12.5	-0.72	1172
CCOC(=O)N1CCC(N2Cc3cccc(C(=O)NCc4ccccc4OC)c3C2=O)CC1	4.7%	24.1	12.6	-0.729	0.287	-0.0562	1.16	-0.3%	-2.1	1213	i	0.5	i	1.9	1.9	1.9	-0.55	1098
Cc1ccc(S(=O)(=O)NN2C(=O)/C(=C/c3cccs3)SC2=S)cc1	-4.1%	.	.	0.281	-0.242	0.231	-0.194	22.0%	0.3	1345	.	.	i	.	.	.	.	.
Cc1ccc(SCCC(=O)N2CCCC2)cc1	-5.6%	-9.7	-15.5	1.01	-0.221	0.422	0.0776	-1.4%	1.7	838	i	-0.1	i	2.7	2.0	9.4	1.38	1243
Cc1ccc(NCc2nnc(SCC(=O)Nc3cccc(O)c3)n2CC2CCCO2)c(C)c1 (stereo not drawn)	-6.4%	-13.9	-7.5	1.52	-0.173	1.31	-0.642	-2.1%	-3.5	643	i	-10.1	i	1.8	2.8	17.9	-0.7	1136
CN(CCCCCNC(=O)/C=N/O)Cc1ccccc1	4.2%	0.4	-7.3	1.63	-0.0281	0.849	-0.974	-1.5%	1.3	1062	i	-12.3	i	2.3	2.7	4.7	0.82	1433
COc1ccc(N2CCN(c3cc(=O)n(Cc4ccc(F)cc4)c(=O)[nH]3)CC2)cc1	4.7%	5.2	1.3	1.39	-0.148	0.866	-0.583	-3.7%	-0.7	1054	i	18.0	i	4.4	2.5	15.5	0.78	1886
COC(=O)c1[nH]c2ccccc2c1NC(=O)C(C)N1CCOCC1 (stereo not drawn)	1.0%	.	.	0.795	-0.272	0.264	-0.185	-1.3%	0.2	1257	.	.	i	.	.	.	0.87	1532
CN(C)c1ccc(/C=N/NC(N)=S)cc1[N+](=O)[O-]	-1.7%	2.8	27.3	-0.316	-0.202	-0.489	0.966	-2.8%	-2.4	1069	i	14.8	i	3.2	1.1	7.4	0.39	1331
COc1cccc(NC(=O)c2cc(CN3C(=O)c4ccccc4C3=O)ccc2OC)c1	11.7%	10.2	6.5	3.46	-0.204	0.975	-1.01	-3.2%	.	.	i	7.8	i	3.1	2.5	0.4	0.19	1301
O=C(Oc1ccc(-c2nc(-c3ccccn3)no2)cc1)c1ccccc1	-24.7%	48.6	52.8	-0.343	-0.279	0.0344	-0.458	2.4%	1.3	1025	i	-6.4	i	1.5	2.5	0.8	0.1	1256
NC(=S)Nc1cccc2cn[nH]c12	-14.5%	-20.4	6.5	0.647	0.658	0.7	-2.03	-2.3%	-0.2	1101	i	0.2	i	2.6	2.3	0.1	1.85	968
C/C(=N\Nc1cc(C)nc(NCc2ccccc2)n1)c1ccc([N+](=O)[O-])cc1	-3.9%	.	.	0.182	-0.241	-0.016	0.0302	1.0%	-0.9	1343	.	.	i	.	.	.	-0.52	985
CC(C)(C)c1ccc(CCC2OCC(CN3CCOCC3)O2)cc1 (stereo not drawn)	-0.1%	.	.	-0.87	-0.255	-0.406	0.353	-0.7%	1.4	1299	.	.	i	.	.	.	-0.91	1067
O=C(CCNS(=O)(=O)c1ccc2c(c1)CCC(=O)N2)NCc1ccc2c(c1)OCO2	61.1%	-12.8	32.0	0.465	-0.146	0.302	-0.91	3.3%	-1.5	1340	i	43.3	i	4.5	2.4	14.9	-0.43	1553
Cc1cc(NC(=O)Nc2cccc(Cl)c2)n(-c2ccccc2)n1	2.7%	.	.	-0.519	-0.241	-0.145	-0.0685	0.9%	0.3	1291	.	.	i	.	.	.	-0.41	1082
Cc1ccc(/C=C/c2nnc(-c3cccc(C)c3)o2)cc1	9.7%	21.1	-13.3	1.84	-0.188	1.13	0.314	-1.3%	0.0	1080	i	-21.5	i	3.1	1.9	6.4	-0.23	1933
CCCNNC(=O)C(O)(c1ccccc1)c1ccccc1	3.1%	-9.3	2.0	0.523	-0.0558	0.121	-0.488	0.6%	0.8	1139	i	-11.7	i	2.4	3.6	8.9	0.59	1555
Cc1cccc(-n2c(-c3csc(C)c3C)n[nH]c2=S)c1	-22.6%	37.4	1.1	-0.697	-0.262	-0.624	0.262	1.9%	-1.7	562	i	5.8	i	3.7	3.9	0.4	0.1	1323
O=C(CN(C(=O)Cn1nnc(-c2cccs2)n1)c1ccc2c(c1)OCCO2)NCC1CCCO1 (stereo not drawn)	-0.3%	-19.5	-5.2	0.374	-0.167	0.117	0.221	0.2%	-0.9	1069	i	0.1	i	3.4	1.3	8.9	-0.49	1882
Cc1nc([N+](=O)[O-])cn1CC(O)c1ccc(F)cc1 (stereo not drawn)	5.0%	.	.	-0.527	-0.225	0.146	0.308	-1.8%	0.9	1282	.	.	i	.	.	.	0.19	1238
COc1ccc2nc(Nc3ccccc3OC)sc2c1	1.8%	43.5	18.6	-0.815	-0.123	-0.577	-0.374	-0.8%	7.7	888	i	-0.3	i	1.6	2.5	4.8	-0.21	1541
COc1ccc(C(=O)N2CCN(c3ccc(C)c(C)c3)CC2)cc1OC	-3.7%	4.3	-8.0	-0.456	-0.227	-0.118	0.28	-0.2%	.	.	i	2.5	.	1.5	4.9	8.3	-0.11	912
CCOC(=O)N/N=C/c1ccc(N2CCOCC2)s1	16.9%	-17.0	4.0	1.56	0.049	1.67	-2.24	-1.4%	2.8	890	i	31.1	i	7.8	3.2	1.7	-0.28	1540
COc1ccc(CN2C(=O)C(O)(CC(=O)c3c(C)n[nH]c3C)c3ccccc32)cc1OC (stereo not drawn)	-2.2%	-1.2	-17.4	0.11	-0.0341	0.0189	0.388	0.9%	0.2	1022	i	0.4	i	4.0	1.2	2.7	-0.7	1170
Cc1ccc(S(=O)(=O)N2CCN(C(=O)c3c(C)nn(-c4ccccc4)c3Cl)CC2)cc1	1.5%	10.4	5.3	0.0879	-0.238	0.239	0.5	1.1%	0.8	812	i	15.8	i	3.2	0.9	5.4	0.37	1508
COc1ccc(NC(=S)NCC(c2cccnc2)N2CCOCC2)cc1 (stereo not drawn)	-17.1%	-13.1	-5.9	-0.75	-0.309	-0.298	0.842	-0.7%	-0.5	1080	i	0.1	i	3.5	3.0	6.6	-0.69	1085
Cc1ccc(N=Cc2c(O)n(C)c(=O)n(C)c2=O)nc1	1.0%	12.2	10.4	-0.76	-0.293	-0.254	0.646	-2.9%	-0.4	1032	i	6.2	i	4.7	4.0	7.9	0.98	1035
CCn1c(=O)cc(SCC(=O)N2CCC(C)CC2)c2ccccc21	8.6%	12.9	2.0	0.763	-0.142	0.674	-1.46	0.0%	-1.9	1421	i	14.9	i	6.5	1.5	5.6	0.32	1115

Looked up by structure from the entries so far (two):
SMILES	AID2073	WT yeast gro inh	WT yeast gro inh mutant strain	Dynein cargo inh	Dynein cargo inh cytoplasmic EGFP	Dynein cargo inh nuclear GR-EGFP	Dynein cargo inh cell count	HIV peptide binding	bCat nuc transl	bCat nuc transl cell count 5 µM	Autophagy HCS	Autophagy HCS cell loss 18 h	Yfh1-depleted yeast	MT stabilizer	MT stabilizer Hoechst-high %	MT stabilizer cytotoxicity %	Insulin prom up	Insulin prom up cell count
Cc1cc(NC(=O)Nc2cccc(Cl)c2)n(-c2ccccc2)n1	2.7%	.	.	-0.519	-0.241	-0.145	-0.0685	0.9%	0.3	1291	.	.	i	.	.	.	-0.41	1082
COc1ccc(NC(=S)NCC(c2cccnc2)N2CCOCC2)cc1 (stereo not drawn)	-17.1%	-13.1	-5.9	-0.75	-0.309	-0.298	0.842	-0.7%	-0.5	1080	i	0.1	i	3.5	3.0	6.6	-0.69	1085
